# Screening results as filed in PubChem.
# RXFP1 agonist – qHTS Assay for Agonists of the Relaxin Receptor RXFP1 | Potency, µM (top dose mostly 57.5 µM), inactives show at the highest dose activation, most hits filed as activators | Relaxin receptor 1 (Homo sapiens), Q9HBX9 | HEK293T-RXFP1 cAMP TR-FRET, 30 min; response scale: percent of porcine relaxin response, buffer zero | AID 2676, 2010 | 370,000 tested, 0.3% active; further: potency means the concentration at half of the fitted maximal effect; on the % scale 0 is the no-effect control and ±100 the full control effect; nearly all actives have a fitted effect of over 60% in size; many of its hits are not listed in these tables
#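 HEK293 cells stably expressing RXFP1, treated 30 min at 37C with compounds plus PDE4 inhibitor Ro 20174; cAMP measured by HTRF TR-FRET. Normalized to buffer and 29 nM porcine relaxin; EC50 by Hill fit.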
# Glioma ERSR ind – qHTS for Inducers of the Endoplasmic Reticulum Stress Response (ERSR) in Human Glioma: qHTS; U87-MG GRP78 promoter luciferase reporter, 16 h; Potency, µM, without a hit: at the top dose activation, most hits filed as activators; 420,000 tested, 0.02% active; further: potency means the concentration at half of the fitted maximal effect; series mostly up to about 76 µM; % of control where 0% means no effect; nearly all actives have a fitted effect of over 35% in size
#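 Stably transfected U87-MG human glioma cells carrying a GRP78-based luminescent sensor were seeded at 1000 cells/well, pin-dosed with compounds and incubated 16 h. Luciferase reagent was then added, and end-point luminescence was read after 10 min at room temperature.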
# USP1-UAF1 inh – Inhibitors of USP1/UAF1: Primary Screen | Ubiquitin carboxyl-terminal hydrolase 1 (Homo sapiens), O94782 | AID 743255, 2014 | Potency, µM (titrated, usually from 57.1 µM), without a hit: at the top dose activity change, negative = inhibition, actives largely listed as inhibitors | recombinant USP1/UAF1, Ub-Rhodamine cleavage fluorescence | 390,000 tested, 0.23% active; further: potency means the concentration at half of the fitted maximal effect; on the % scale 0 is the no-effect control and ±100 the full control effect; nearly all actives have a fitted effect of over 60% in size; inactives centre near -12
#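 High-throughput fluorogenic screen: 1nM USP1/UAF1 complex, Ub-Rho substrate 150nM final, 50mM HEPES pH 7.8 with 0.5mM EDTA, 0.1 mg/ml BSA, 1mM TCEP and 0.01% Tween-20.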
# Vif-APOBEC3G blk – qHTS for Inhibitors of Vif-A3G Interactions: qHTS | AID 602310, 2012 | Potency, µM (doses to about 46.1 µM), for inactives: at the highest dose activity, negative = active, usual class: inhibitors | HeLa A3G-eYFP + Vif (tagged APOBEC3G with the HIV-1 protein that degrades it), YFP fluorescence, overnight | 410,000 tested, 0.076% active;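 further: potency means the concentration at half of the fitted maximal effect; on the % scale 0 is the no-effect control and ±100 the full control effect; nearly all actives have a fitted effect of over 60% in size; hits raise eYFP signal because A3G escapes Vif-driven loss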
# Target sequence (Q9HC16 whole entry, looked up): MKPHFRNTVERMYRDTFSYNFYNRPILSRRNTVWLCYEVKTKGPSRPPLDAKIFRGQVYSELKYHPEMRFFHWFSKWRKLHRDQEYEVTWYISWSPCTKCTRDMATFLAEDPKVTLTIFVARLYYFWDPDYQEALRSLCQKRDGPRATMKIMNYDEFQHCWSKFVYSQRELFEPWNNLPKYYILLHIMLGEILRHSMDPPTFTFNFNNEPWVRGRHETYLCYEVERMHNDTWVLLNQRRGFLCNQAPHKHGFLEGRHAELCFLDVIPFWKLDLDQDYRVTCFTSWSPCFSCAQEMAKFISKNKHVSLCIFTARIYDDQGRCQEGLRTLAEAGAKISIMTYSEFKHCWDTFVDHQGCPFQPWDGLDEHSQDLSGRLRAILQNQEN
#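 Read-out is eYFP fluorescence (Ex 488/Em 500-530) from Vif-expressing HeLa A3G-eYFP cells; more signal means A3G escaped Vif-mediated degradation. Cells plated overnight, compound pinned in, incubated overnight at 37 deg C.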
# Vif-APOBEC3F blk – qHTS for Inhibitors of Vif-A3F Interactions: qHTS | HeLa A3F-eYFP + Vif (tagged APOBEC3F with the HIV-1 protein that degrades it), YFP fluorescence increase | Potency, µM (top dose mostly 46.1 µM), without a hit: at the top dose activity, negative = active | 390,000 tested, 0.2% active | AID 602313, 2012; further: potency means the concentration at half of the fitted maximal effect; % of control where 0% means no effect; nearly all actives have a fitted effect of over 65% in size
#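 HeLa cells stably expressing Vif plus C-terminally eYFP-tagged A3F were seeded, incubated overnight at 37 deg C, dosed with compound, incubated overnight again at 37 deg C. Yellow fluorescence (Ex 488/Em 500-530) reported blocked Vif-mediated A3F-eYFP degradation.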
# TrxR1 substrate – qHTS Assay for Substrates of Mammalian Selenoprotein Thioredoxin Reductase 1 (TrxR1): qHTS; Thioredoxin reductase 1, cytoplasmic (Rattus norvegicus), O89049; purified TrxR1 substrate turnover, NADPH consumption readout; Potency, µM (highest dose often 114 µM), for inactives: at the top dose activity change, negative = substrate turnover; 390,000 tested, 0.01% active; AID 588456, 2011; further: potency means the concentration at half of the fitted maximal effect; on the % scale 0 is the no-effect control and ±100 the full control effect; nearly all actives have a fitted effect of over 50% in size
# Target sequence (O89049 whole entry, looked up): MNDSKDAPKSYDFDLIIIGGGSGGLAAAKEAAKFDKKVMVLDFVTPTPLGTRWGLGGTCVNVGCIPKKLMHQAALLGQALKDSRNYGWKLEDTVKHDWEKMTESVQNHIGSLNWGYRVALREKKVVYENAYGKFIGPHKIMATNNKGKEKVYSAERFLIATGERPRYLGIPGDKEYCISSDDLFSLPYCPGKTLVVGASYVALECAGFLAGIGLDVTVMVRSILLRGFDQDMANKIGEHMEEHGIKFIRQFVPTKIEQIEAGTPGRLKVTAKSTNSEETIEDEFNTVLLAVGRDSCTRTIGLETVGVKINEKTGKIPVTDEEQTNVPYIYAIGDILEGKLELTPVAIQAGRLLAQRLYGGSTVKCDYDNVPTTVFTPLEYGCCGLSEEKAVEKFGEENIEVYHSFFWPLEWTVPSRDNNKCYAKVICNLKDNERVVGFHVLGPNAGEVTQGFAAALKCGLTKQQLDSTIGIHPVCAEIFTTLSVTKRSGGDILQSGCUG
#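 Rat TrxR1, dispensed at 90 nM, was prereduced with 400 uM NADPH (final) for 5 min at ~22 deg C, then incubated with compound 15 min before 400 uM selenite. A first-read NADPH fluorescence drop versus no-compound background flagged substrates.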
# IDH1 R132H inh – qHTS for Inhibitors of mutant isocitrate dehydrogenase 1 (IDH1): qHTS | Potency, µM (doses to about 76.6 µM), for the others: at the top dose activity change, negative = inhibition, actives largely listed as inhibitors | 390,000 tested, 0.093% active | IDH1-R132H enzyme, NADPH consumption, diaphorase/resazurin fluorescence | Isocitrate dehydrogenase [NADP] cytoplasmic (Homo sapiens), O75874; further: potency means the concentration at half of the fitted maximal effect; on the % scale 0 is the no-effect control and ±100 the full control effect; nearly all actives have a fitted effect of over 65% in size
#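 IDH1-R132H (0.5 ug/mL) preincubated 30 min with compound, then NADPH (0.016 mM) and alpha-KG (2 mM) added; 80 min at RT, pH 7.5. Remaining NADPH coupled via diaphorase/resazurin to fluorescence (540/590 nm); concentration-response curves normalized to no-enzyme control.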
# PI4K2A block – qHTS for small molecular inhibitors of PI4K2A | 420,000 tested, 0.13% active | purified PI4K2A, ADP-Glo luminescence, 1 h; stronger effect = lower value | Phosphatidylinositol 4-kinase type 2-alpha (Homo sapiens), Q9BTU6 | activity change, negative = inhibition, % at 76.9 µM; in the data active means activity change below about -50%; inconclusive means mostly about -30% to -49%;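 further: -100% = wells without enzyme as full effect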
#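 Compounds are screened against recombinant PI4K2A using PI as substrate and ATP, the latter dispensed at 300 microM. Reactions run one hour at ambient temperature before ADP-Glo detection; full inhibition defined by wells lacking enzyme.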
# LDHA inh – qHTS assay for inhibitors of human lactate dehydrogenase. L-lactate dehydrogenase A chain (Homo sapiens), P00338. purified LDHA, NADH/diaphorase-resazurin fluorescence; stronger effect = lower value. activity change, % (values are at about 110 or 230 µM). 480,000 tested, 0.15% active; in the data active means activity change below about -30%; inconclusive means mostly about -25% to -30%;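 further: plate controls were DMSO wells for no effect and wells without enzyme for full effect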
#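 LDH5 2 nM; NADH 0.06 mM, pyruvate 0.2 mM; 200 mM Tris pH 7.4, EDTA, Tween-20; 5 min RT. Detection: diaphorase 0.133 mg/mL + resazurin 37 µM, fluorescence ex540/em590 at 0 and 20 min; normalized to enzyme-free and DMSO wells.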
# An asterisk follows results filed as active; ? = inconclusive; / = not tested or not shown; & = joins results of further samples; [ ] = dose if it differs, or a comment. Unless noted, the call rests on the fitted dose curve; in most records, active means well fitted curve in the direction sought with a large enough effect; inconclusive means small, poorly fitted or top-dose-only effect, or another doubt; inactive means no such curve, though single readings can be large; an effect the other way counts as inactive or inconclusive.
structure	RXFP1 agonist	Glioma ERSR ind	USP1-UAF1 inh	Vif-APOBEC3G blk	Vif-APOBEC3F blk	TrxR1 substrate	IDH1 R132H inh	PI4K2A block	LDHA inh
CCn1c(-c2ccoc2C)n[nH]c1=S	-1.6%	-1%	-8%	-4%	-10%	0%[57.1 µM]	-2%	6	-4
Cc1ccccc1OCCCCN1CCCCC1	0.5%	-4%	-9%	-1%	0%	-6%	-9%	5	-5
CC(C)C(=O)N1CCN(c2ccccc2NC(=O)c2cccc(Cl)c2)CC1	5.7%	-7%	-5%	-1%	/	2%	9%	4	-4
CCCn1c(C)nnc1SCC(=O)NC1CCCCC1	1.1%	-4%	-25%	-12%	-4%	11%	15%	-5	-3
O=C(NCCO)/C(=C\c1ccco1)NC(=O)c1cccs1	0.3%	-2%	-18%	0%	6%	-16%[57.1 µM]	7%	-9	4
CC1=Nc2ccccc2N=C(NC(=O)CSc2nnnn2-c2ccccc2)C1c1ccccc1 (stereo not drawn)	-0.6%	4%	-9%	0%	4%	1%[57.1 µM]	3%	0	-5
CC(C)OCCCNC(=O)CN1C(=O)CSc2ccc(S(=O)(=O)N3CCOCC3)cc21	1.3%	-4%&-5%	-5%&-9%	5%&0%	-10%&1%	2%[57.1 µM]	-16%&4%	2&2	-5&-6
O=C(Cn1nc(-c2ccc(Cl)cc2)ccc1=O)NCCN1CCOCC1	2.0%	-4%	-28%	2%	6%	6%	10%	9	0
O=C(NCCS(=O)(=O)N1CCN(c2ccccc2)CC1)c1ccc(Br)o1	2.0%	-5%	-32%	1%	2%	-13%[57.1 µM]	1%	0	-2
C/C(=C\c1ccccc1)CN1CCC(C(=O)N2CCCCC2)CC1	5.2%	-5%	-2%	-1%	-7%	-13%	5%	6	-15
COc1ccccc1C1CCN(Cc2cccc3ccccc23)CC1	1.6%	-7%	-6%	-1%	11%	6%[57.1 µM]	3%	-4	0
N#Cc1ccc(Oc2nc(C#N)cc(-c3ccccc3)n2)cc1	-0.2%	-2%	-20%	4%	10%	-2%	5%	31	-6
O=C(CSc1nnc(-c2ccccc2O)o1)N1CCCCC1	4.7%	-2%	-19%	0%	5%	10%	-4%	0	12
CCCc1cc(C(=O)NCc2ccc(OC)cc2)no1	1.6%	2%	-17%	0%	1%	2%[57.1 µM]	-6%	-3	-3
CC(C)COc1ccc(C2NC(=O)NC2=O)cc1 (stereo not drawn)	-0.7%	2%	-5%	-1%	1%	1%	2%	-2	-18
CCCN1CCN(C(=O)Cn2ncc3ccccc32)CC1	0.8%	-4%	-16%	3%	1%	1%	0%	-2	6
CN(C)C(=O)CCc1ccc2c3c([nH]c2c1)[C@]1(C)[C@@H](C(=O)N2CCCCC2)C[C@H](CC(=O)NCCC2=CCCCC2)C(=O)N1CC3	/	-1%	-32%	0%	-5%	2%	-7%	1	-2
COc1ccc(CC(=O)Nc2c3c(nn2-c2cccc(C)c2C)CS(=O)(=O)C3)cc1	0.0%	-4%	-12%	4%	-18%	-5%	0%	2	1
Cc1ccc(CN2C(=O)C3(SCC(=O)N3c3ccc(C)c(C)c3)c3ccccc32)cc1 (stereo not drawn)	0.5%	-4%	-12%	1%	8%	-13%	3%	-5	-10
CCc1ccccc1NC(=O)CN(c1cc(C(F)(F)F)ccc1Cl)S(=O)(=O)c1ccccc1	0.4%	-1%	-11%	2%	-4%	-5%	-7%	-1	0

# Record cards (already shown).
# Shown for `N#Cc1ccc(Oc2nc(C#N)cc(-c3ccccc3)n2)cc1` : RXFP1 agonist: -0.2%; Glioma ERSR ind: -2%; USP1-UAF1 inh: -20%; Vif-APOBEC3G blk: 4%; Vif-APOBEC3F blk: 10%; TrxR1 substrate: -2%; IDH1 R132H inh: 5%; PI4K2A block: 31; LDHA inh: -6
# Shown for `O=C(NCCS(=O)(=O)N1CCN(c2ccccc2)CC1)c1ccc(Br)o1` : RXFP1 agonist: 2.0%; Glioma ERSR ind: -5%; USP1-UAF1 inh: -32%; Vif-APOBEC3G blk: 1%; Vif-APOBEC3F blk: 2%; TrxR1 substrate: -13%[57.1 µM]; IDH1 R132H inh: 1%; PI4K2A block: 0; LDHA inh: -2

# (further entries)
structure	RXFP1 agonist	Glioma ERSR ind	USP1-UAF1 inh	Vif-APOBEC3G blk	Vif-APOBEC3F blk	TrxR1 substrate	IDH1 R132H inh	PI4K2A block	LDHA inh
CCC(C)NCCOCCOc1ccc(F)cc1 (stereo not drawn)	-2.0%	-5%	-16%	2%	-2%	1%	1%	2	-2
COc1ccc2[nH]c3c(c2c1)CCN1C(=O)N([C@@H](C)C(=O)NCCc2ccc(OC)c(OC)c2)C(=O)[C@]31C	2.1%	-3%	?	-3%	5%	-1%	-2%	-1	-3
O=C(OCC(=O)N1CCN(C(=O)c2ccco2)CC1)c1cn(-c2ccccc2)nc1-c1ccccc1	0.2%	-3%	-21%	0%	1%	2%	7%	-2	-1
CC[C@]12c3[nH]c4cc(-c5ccco5)ccc4c3CCN1C(=O)[C@@H](CC(=O)NCC13CC4CC(CC(C4)C1)C3)C[C@@H]2C(=O)N1CCN(C(=O)c2ccco2)CC1	/	-2%	-28%	-12%	1%	21%	2%[38.3 µM]	-23	1
Cc1ccc(NC2=CC(=O)CC(c3ccccc3)C2)cc1 (stereo not drawn)	0.4%	-1%	-6%	?	-10%	6%[57.1 µM]	3%	1	-1
CCS(=O)(=O)N1CCC(n2c(C(F)(F)F)nc3cccnc32)CC1	2.1%	-4%	?	-2%	3%	-1%[57.1 µM]	-12%	3	-5
CCCC[n+]1ccn(-c2nc3ccccc3nc2[N-]S(=O)(=O)c2ccc(C)cc2)c1	2.5%	-4%	-13%	-1%	-2%	33%[activator]	0%	0	2
COc1ccc(S(=O)(=O)NNC(=O)Nc2ccc(C)cc2C)c(OC)c1	0.5%	-2%	-19%	4%	1%	4%	-1%	1	-8
CC(=O)Nc1ccc(OCC(O)CN2CCCCC2C)cc1 (stereo not drawn)	0.7%	-2%	-6%	-1%	1%	-5%	0%	-3	4
CCOCCCNC(=O)C(NC(=O)c1ccccc1O)c1ccc(Cl)cc1 (stereo not drawn)	0.9%	2%	-8%	-1%	4%	76%	13%	-3	14
COc1cccc(NC(=O)CN2C(=O)NC(C)(CCC(C)C)C2=O)c1 (stereo not drawn)	0.7%	-4%	-14%	-4%	-14%	4%[57.1 µM]	1%	3	-4
Cc1noc(C)c1CSCC(=O)Nc1nc2ccc(Oc3ccccc3)cc2s1	1.1%	-4%	-12%	2%	6%	1%[57.1 µM]	-4%	-8	-6
CN(C)CCCNC(=O)/C(=C\c1ccc(-c2cccc([N+](=O)[O-])c2)o1)NC(=O)c1ccccc1	1.8%	-7%	-5%	1%	?	6%[57.1 µM]	16%	12	-18
O=C(Nc1ccc([N+](=O)[O-])cc1)c1cnn2c1NC(=C1CC1)C=C2C(F)F	/	-3%	/	1%	/	4%	/	/	0
Cc1ccc(-c2nnn(CC(=O)N3CCN(c4nc5ccccc5s4)CC3)n2)cc1	0.9%	-2%	-16%	3%	-3%	2%	6%	-1	-6
CCCN(C)C[C@H]1OCc2cnnn2CCCC(=O)N([C@H](C)CO)C[C@@H]1C	/	-1%	/	1%	/	/	/	3	-4
C[C@H](C[C@H](O)[C@H]1OC1(C)C)C1=C2C[C@H](O)C3[C@@]4(C)CCC(=O)C(C)(C)C4CC[C@]3(C)[C@@]2(C)CC1 (stereo partly drawn)	/	0%	-19%	-9%	-3%	-10%	9%	-1	9
Cc1cc(C)cc(N(CC(=O)NCc2ccc3c(c2)OCO3)C(=O)CCC(=O)Nc2ccccn2)c1	1.7%	-5%	-10%	-4%	-2%	7%[57.1 µM]	-9%	-1	-7
CC(C)(C)NC(=O)CN(C(=O)CCC(=O)Nc1nccs1)c1ccc(F)c(Cl)c1	3.3%	-1%	-11%	-11%	-2%	-12%	-11%	4	-12

# Some of the entries so far, with values under each structure:
# Value order: RXFP1 agonist | Glioma ERSR ind | USP1-UAF1 inh | Vif-APOBEC3G blk | Vif-APOBEC3F blk | TrxR1 substrate | IDH1 R132H inh | PI4K2A block | LDHA inh
> Cc1noc(C)c1CSCC(=O)Nc1nc2ccc(Oc3ccccc3)cc2s1
 : 1.1% | -4% | -12% | 2% | 6% | 1%[57.1 µM] | -4% | -8 | -6
> CN(C)CCCNC(=O)/C(=C\c1ccc(-c2cccc([N+](=O)[O-])c2)o1)NC(=O)c1ccccc1
 : 1.8% | -7% | -5% | 1% | ? | 6%[57.1 µM] | 16% | 12 | -18

# Only part of the results is shown; count on the stated rates, not on these rows.
